# Source: PubChem
# Rpn11 block: Rpn11 (PSMD14) deubiquitinase inhibitors, primary screen, biochemical, fluorescence polarization, uHTS | human 26S proteasome, Ub4-pepOG fluorescence polarization; 20S core pre-blocked with epoxomicin | 26S proteasome non-ATPase regulatory subunit 14 (Homo sapiens), O00487 | calls only at 20 µM | 0.59% of 360,000 active | AID 588493, 2011;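 active = inhibition at 20 µM, scaled to each plate's controls, above about 33%, limit read from the data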
# E coli Lon inh: inhibitors of E. coli Lon protease, primary screen, biochemical, fluorescence polarization; P0A9M0; purified E. coli Lon protease; inhibition, % at 7.94 µM; 0.42% of 360,000 active; in the data active = inhibition above about 13%, passing the limit was not always enough;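 note: 0% = enzyme with probe and DMSO and 100% = no enzyme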
# Target sequence (P0A9M0 whole entry, looked up): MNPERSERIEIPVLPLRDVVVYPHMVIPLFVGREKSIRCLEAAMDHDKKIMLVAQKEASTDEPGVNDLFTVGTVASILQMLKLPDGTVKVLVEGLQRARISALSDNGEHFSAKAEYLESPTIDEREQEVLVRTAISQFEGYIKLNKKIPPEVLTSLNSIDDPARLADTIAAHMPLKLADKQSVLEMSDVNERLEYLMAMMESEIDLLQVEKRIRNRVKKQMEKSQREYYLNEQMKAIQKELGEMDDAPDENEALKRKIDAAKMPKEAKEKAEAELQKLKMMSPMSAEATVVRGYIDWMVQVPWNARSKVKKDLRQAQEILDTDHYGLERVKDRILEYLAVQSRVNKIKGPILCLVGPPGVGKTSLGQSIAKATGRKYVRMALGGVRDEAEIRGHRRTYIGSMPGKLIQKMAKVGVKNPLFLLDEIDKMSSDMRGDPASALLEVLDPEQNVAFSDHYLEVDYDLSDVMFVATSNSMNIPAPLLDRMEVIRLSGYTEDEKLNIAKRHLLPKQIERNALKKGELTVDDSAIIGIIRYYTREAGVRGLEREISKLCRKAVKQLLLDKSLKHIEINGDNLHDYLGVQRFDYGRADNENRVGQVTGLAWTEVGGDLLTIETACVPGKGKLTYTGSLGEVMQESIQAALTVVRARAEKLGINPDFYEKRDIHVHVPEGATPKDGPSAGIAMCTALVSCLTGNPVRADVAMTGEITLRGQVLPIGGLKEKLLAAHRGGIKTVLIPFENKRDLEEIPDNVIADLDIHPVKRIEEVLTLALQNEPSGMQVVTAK
# bovine MsrA act: bovine MsrA enzyme activators, primary screen, biochemical, absorbance, HTS; purified bovine MsrA, absorbance read-out; activation, % at 10.6 µM; 0.3% of 360,000 active; AID 602163, 2012; in the data active = activation above about 7.5%;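 note: 0% = vehicle and 100% = reference activator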
# MLLE-PAM2 inh: inhibitors of PABP1 MLLE–PAM2 peptide binding, primary screen, biochemical, fluorescence polarization, FITC-PAM2, GST-MLLE; inhibition, % at 20 µM; 0.36% of 360,000 active; AID 588489, 2011; in the data active = inhibition above about 35%, passing the limit was not always enough;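 note: plate controls were DMSO wells with GST-MLLE for no effect and wells lacking GST-MLLE protein for full effect; some results filed as inactive read as strong as hits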
# FAS-TE inh: FAS thioesterase domain inhibitors, primary screen, biochemical, fluorescence intensity, uHTS; AID 602261, 2012; inhibition, % at 15 µM; recombinant FAS-TE, OMFH fluorogenic substrate, fluorescence endpoint; 0.67% of 360,000 active;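 active = compounds whose normalised, plate-corrected inhibition of enzyme fluorescence in the single-dose primary screen is 50% or more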;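 note: 0% = DMSO with enzyme and 100% = substrate without enzyme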
# CSN deneddyl inh: inhibitors of CSN-mediated cullin deneddylation, primary screen, biochemical, fluorescence polarization, uHTS; AID 651999, 2013; COP9 signalosome complex subunit 5 (Homo sapiens), Q92905; Purified CSN, SCF-Nedd8-OG deneddylation; inhibition, % at 12.5 µM; 0.38% of 360,000 active;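 active = pattern-corrected inhibition above about 35%, with an unprinted fluorescence ratio check between 0.5 and 1.5, limit read from the data, passing the limit was not always enough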;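 note: 0% = enzyme with substrate and 100% = substrate without enzyme; some results filed as inactive read as strong as hits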
# Target sequence (Q92905 whole entry, looked up, one chain of several): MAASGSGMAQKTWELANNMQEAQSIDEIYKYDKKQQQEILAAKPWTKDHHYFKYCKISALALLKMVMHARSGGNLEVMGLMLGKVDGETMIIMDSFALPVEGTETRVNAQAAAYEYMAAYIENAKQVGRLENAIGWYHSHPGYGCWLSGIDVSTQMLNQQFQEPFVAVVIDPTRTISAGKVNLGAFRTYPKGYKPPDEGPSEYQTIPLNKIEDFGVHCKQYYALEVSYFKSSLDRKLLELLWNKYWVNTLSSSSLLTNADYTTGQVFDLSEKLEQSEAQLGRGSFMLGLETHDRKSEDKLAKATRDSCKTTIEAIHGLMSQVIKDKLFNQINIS
#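 Detection – fluorescence polarization · System – HEK293T-derived human Csn5 enzyme · Controls – substrate-only high control, full reaction low control · Timing – 90 min, room temperature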
# MT1-MMP act inh: blockers of MT1-MMP proenzyme processing, primary screen, HT1080 RFP-PRO-GFP cells, GFP/RFP fluorescence. Matrix metalloproteinase-14 (Homo sapiens), P50281. GFP/RFP ratio fluorescence, overnight; percent of plate control window, DMSO zero. GFP/RFP ratio change, % at 20 µM. 0.061% of 360,000 active;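 active = GFP/RFP ratio change of at least 30% with cell ATP level not reduced by more than half and red fluorescence within 50% of control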; note: strong numbers were not always called active
#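 Material – HT1080 RFP-PRO-GFP cells · Control set – DMSO wells and RFP-L50D-GFP cells · Incubation – overnight cell settling, then overnight compound exposure, 37 °C, 5% CO2 · Compound dosing – single-point 20 µM compound, 1% DMSO · Read-out – GFP/RFP fluorescence ratio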
# MsrA inh: bovine MsrA enzyme inhibitors, primary screen, biochemical, absorbance, HTS. Methionine sulfoxide reductase A (Bos taurus). inhibition, % at 15.5 µM. purified bovine MsrA, absorbance read-out. 0.75% of 360,000 active; in the data active = inhibition above about 4.5%;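 note: 0% = vehicle wells with enzyme and 100% = reference inhibitor wells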
# Rin1-Abl PPI inh: inhibitors of Rin1-Abl protein binding, primary screen, biochemical, TR-FRET; Tyrosine-protein kinase ABL1 (Homo sapiens) + Ras and Rab interactor 1 (Homo sapiens), …; inhibition, % at 7.35 µM; 0.4% of 360,000 active; AID 588664, 2011; in the data active = inhibition above about 5%, passing the limit was not always enough
# Starred values were filed as active, the others as inactive; i = inactive; . = not tested or not shown.
SMILES,Rpn11 block,E coli Lon inh,bovine MsrA act,MLLE-PAM2 inh,FAS-TE inh,CSN deneddyl inh,MT1-MMP act inh,MsrA inh,Rin1-Abl PPI inh
COc1ccc(OC(=O)N(C)C[C@@H]2OCc3cnnn3CCCC(=O)N([C@H](C)CO)C[C@@H]2C)cc1,i,7,1,8,-6,10,6,0.9,-3
Clc1cc(I)cc(Cl)c1NC1=NCCN1,i,-6,0,-16,-14,-1,0,0.4,-1
C[C@]12CCC3C(C[C@@H](O)[C@H]4C[C@@H](O)CC[C@]34C)C1CC[C@@H]2O (some centres undefined),i,6,-5,15,-7,1,0,1.2,4
O=C(CN1C(=O)CCSc2ccccc21)N1CCC2(CC1)OCCO2,i,-4,0,-9,-8,7,0,-0.1,0
Cc1cc(C)c(Cn2c(C(=O)O)c(C=O)c3ccccc32)c(C)c1,.,-141,-5,-134,-32,95,-74,0.3,-2
CN1C(=O)N(C)C(=O)C(CCc2ccncc2)(Cc2ccc3c(c2)OCO3)C1=O,i,6,0,-12,-1,0,0,-0.7,0
O=[N+]([O-])c1cc(S(=O)(=O)c2ccc(O)c([N+](=O)[O-])c2)ccc1O,i,-7,-1,-25,-6,19,5,2.3,1
C=C1C2C[C@@]3([C@@H]1O)[C@@H](C[C@@H]2O)[C@@]12C4[C@@H]3C[C@@H]1[C@@](C)(CC[C@@H]2O)CN4CC,i,-5,-5,-3,-7,-3,-2,-0.7,-1
CCOC(=O)C(C)Oc1cc(C)cc2oc(=O)c3c(c12)CCCC3 (centres undefined),i,-8,-8,1,23,0,7,1.4,5
O=C(O)c1ccc(/C=C/c2nc3ccccc3c(=O)n2-c2ccc(Br)cc2)cc1,i,-3,-4,-2,2,3,1,4.1,0
CC1CCC2[C@@H](C)C(=O)OC3O[C@]4(C)CCC1C32OO4 (some centres undefined),i,5,-2,-3,-2,-2,-2,-0.8,-1
Cc1ccc(CN2CCCC(C(=O)c3cccc(C(F)(F)F)c3)C2)o1 (centres undefined),i,3,-2,1,6,-1,-3,-2.2,-2
COc1ccccc1-n1c(/C=C/c2ccccn2)nc2ccccc2c1=O,i,-7,-6,9,1,5,-6,3.9,7
CC1(C)C(C(=O)N2CCN(C(=O)c3ccccc3)CC2)C1(C)C,i,6,0,-3,-4,-3,0,-0.1,0
Cc1ccc([N+](=O)[O-])cc1,i,-1,-2,-9,1,1,2,0.8,-2
O=c1c2ccccc2nc(/C=C/c2ccc([N+](=O)[O-])o2)n1-c1ccc(O)cc1,.,-22,-5,-44,1,50*,-162,0.6,-1
Cc1cc(C(=O)CS(=O)c2ccc(F)cc2)cc(C)c1OC(=O)N(C)C (centres undefined),i,-16,-10,32,0,-16,-2,0.6,2
COc1cc(N2C(=O)CC(=O)NC2=O)cc(OC)c1OC,i,-8,-3,10,-7,0,-7,0.9,0
C=CCn1c(O)c(C(C)=O)c(=O)[nH]c1=O (tested in a mixture with another compound),i,-10,-3,-17,-4,5,-4,1.3,-4
CC(C)(C)N1C(=O)NC(=O)/C(=C\c2ccc3c(c2)CCN3CCCCl)C1=O,.,-23,-9,-142,-5,39*,-14,0.7,2
Cc1ccccc1N1C(=O)NC(=O)/C(=C\c2cnn(-c3ccccc3)c2)C1=O,i,-43,-2,26,-12,2,1,0.3,0
CCC1(OC(=O)CN)C(=O)OCc2c1cc1n(c2=O)Cc2cc3ccccc3nc2-1 (centres undefined),i,-4,-4,0,-5,4,-4,.,-6
O=C1NC(=O)C(=CN2CCc3ccccc32)C(=O)N1,i,6,-4,-7,-6,-1,-3,2.8,3
CN1CCN(c2ccc(/C=C3\C(=O)NC(=S)N(c4cccc(Br)c4)C3=O)o2)CC1,.,-192,-2,-91,-8,139,-69,0.5,-2
COc1cccc(N2CCN(Cc3cccc(Cl)c3)CC2)c1,i,-4,-3,-3,15,-2,-2,.,0

# Record cards, from the list above:
# CN1C(=O)N(C)C(=O)C(CCc2ccncc2)(Cc2ccc3c(c2)OCO3)C1=O across the screens: Rpn11 block = i; E coli Lon inh = 6; bovine MsrA act = 0; MLLE-PAM2 inh = -12; FAS-TE inh = -1; CSN deneddyl inh = 0; MT1-MMP act inh = 0; MsrA inh = -0.7; Rin1-Abl PPI inh = 0
# C[C@]12CCC3C(C[C@@H](O)[C@H]4C[C@@H](O)CC[C@]34C)C1CC[C@@H]2O (some centres undefined) across the screens: Rpn11 block = i; E coli Lon inh = 6; bovine MsrA act = -5; MLLE-PAM2 inh = 15; FAS-TE inh = -7; CSN deneddyl inh = 1; MT1-MMP act inh = 0; MsrA inh = 1.2; Rin1-Abl PPI inh = 4

# Carrying on.
SMILES,Rpn11 block,E coli Lon inh,bovine MsrA act,MLLE-PAM2 inh,FAS-TE inh,CSN deneddyl inh,MT1-MMP act inh,MsrA inh,Rin1-Abl PPI inh
CCCCc1ccc2[nH]cc(CCN)c2c1,i,7,0,-9,-8,-3,-1,-0.6,-4
Cc1ccccc1N1C(=O)NC(=O)/C(=C\c2ccc3c(c2)CCCN3Cc2ccccc2)C1=O,.,-14,-4,65,-5,20,-4,0.6,1
CC1CC(C)OP(=O)(OCCC#N)O1 (centres undefined),i,-3,-13,-11,-4,-3,-5,0.5,1
CC=C(C)C1(CCC)C(=O)NC(=S)NC1=O,i,1,2,16,-4,-1,4,-1.5,4
COC(=O)C1=C(c2cc3ccccc3o2)C[C@@H]2CC[C@H]1N2C(=O)N1CCCCC1,i,-4,-2,-2,9,4,5,0.6,1
CC1=NN(Cc2c[nH]c3ccccc23)C(C)(C)C1,i,-1,-2,-5,-2,4,1,-1.6,3
Cc1nonc1-c1nc(-c2nonc2N)n[nH]1,i,0,0,-14,-7,1,0,0.0,-3
COc1ccc(OC)c(N2C(=O)NC(=O)/C(=C/c3ccc([N+](=O)[O-])s3)C2=O)c1,i,-7,-9,14,-2,13,-5,1.3,0
Cc1cccc(NC(N)=S)c1,i,15,1,-29,-3,-5,-8,0.3,-2
Cc1cccc(C)c1NC(=O)c1cccn(Cc2ccc3c(c2)OC(F)(F)O3)c1=O,i,2,-3,2,27,1,-3,2.2,0
COCCCn1c(N)c(C(=O)Nc2ccccc2)c2nc3ccccc3nc21,i,3,-1,-2,35,0,-5,-1.1,0
O=C(Nc1ccccc1)OC1CN=C(N[N+](=O)[O-])NC1 (centres undefined),i,6,-2,10,-3,-12,5,2.0,4
COc1cc2[nH]c(=O)n(-c3ccccc3)c(=O)c2cc1OC,i,-7,-6,5,-3,2,-4,0.2,-1
O=c1c2ccccc2[nH]c(=S)n1-c1ccc2c(c1)OCCO2,i,9,-2,28,-2,2,1,-0.9,-3
CCc1ccc(OCC(=O)N2CCN(CC(=O)Nc3ccccc3Cl)CC2)cc1,i,9,-1,12,11,1,8,-0.2,0
CCOC(=O)c1[nH]ncc1CN1CCCC(C(=O)c2cccc(Cl)c2)C1 (centres undefined),i,-5,1,-1,-11,-4,17,-0.5,-3
CC1(C)Cc2c(sc3c2C(=O)NC(c2cccnc2)N3)CO1 (centres undefined),i,-15,5,8,-5,2,-4,0.1,-3
CCOC(=O)c1sc(/N=C/c2c(O)n(-c3ccccc3)c(=O)[nH]c2=O)c(C#N)c1C,i,-46,-11,-25,-4,16,-11,2.2,1
CCOC(=O)c1c(C)[nH]c(C(=O)C(C)N2CCCC2)c1C (centres undefined),i,1,-3,0,-4,-1,0,-1.6,0
Cc1ccc(C)c(OCC(=O)N2CCN(Cc3ccc4c(c3)OCO4)CC2)c1,i,11,0,-6,5,5,-1,0.2,-2
CC[n+]1c(SC)ccc2cc(OC)ccc21,i,-10,-3,-6,-9,-2,0,2.8,-1
CN1CCN(CC#CCOc2ccc(Cl)cc2)CC1,i,-7,-7,-7,-6,1,0,0.5,1
CCOc1ccc(Cl)cc1CNCCc1ccccc1F,i,-2,-3,16,-4,0,-7,-0.6,-4
COc1ccc(N2C(=O)NC(=O)/C(=C/c3ccc([N+](=O)[O-])s3)C2=O)cc1,i,-92,0,6,-2,7,-16,0.0,1
CCc1ccccc1N1C(=O)NC(=O)/C(=C\c2cc(C)n(C)c2C)C1=O,i,-15,-3,-4,-6,-5,2,1.1,0

# As entered above.
# Under FAS-TE inh, CCOC(=O)c1sc(/N=C/c2c(O)n(-c3ccccc3)c(=O)[nH]c2=O)c(C#N)c1C shows -4
# Under E coli Lon inh, CCOC(=O)c1[nH]ncc1CN1CCCC(C(=O)c2cccc(Cl)c2)C1 (centres undefined) shows -5

# Continuation:
SMILES,Rpn11 block,E coli Lon inh,bovine MsrA act,MLLE-PAM2 inh,FAS-TE inh,CSN deneddyl inh,MT1-MMP act inh,MsrA inh,Rin1-Abl PPI inh
C/C=C1\NC(=O)[C@@H](NC(=O)[C@H](CCc2ccc(O)cc2)NC(=O)[C@H](C)NC(=O)[C@H](O)CO)[C@@H](C)OC(=O)[C@H](C(C)C)NC(=O)[C@H](Cc2ccc(O)cc2)N(C)C(=O)[C@H](Cc2ccccc2)N2C(=O)C(CC[C@H]2O)NC1=O (some centres undefined),i,-1,-7,-3,-11,9,2,-0.9,-2
COC(=O)C(=O)N1CC2(C)CNCC(C)(C1)C2=O,i,-3,-2,10,-4,3,-1,0.1,-2
CC(C)N1CCN(Cc2ccc3c(c2)OCCO3)CC1CCO (centres undefined),i,0,-5,-8,-3,4,1,0.1,-2
COc1ccc(CN2Cc3cc(-c4ccccc4)ccc3-n3nncc3C2)cc1,i,-6,-2,1,9,1,2,1.2,2
CC1(C)CC(N(CCc2ccccc2)Cc2ccccc2)CCO1 (centres undefined),i,3,-5,5,6,0,-2,-0.6,-4
O=C(c1ccc(N2CC3CC(C2)c2cccc(=O)n2C3)c([N+](=O)[O-])c1)N1CCCC1 (centres undefined),i,4,-1,9,-3,-3,2,3.9,-4
CCCc1c(C)nc(-c2ccc(C)cc2)nc1OC(=O)N(C)C,i,3,-5,-5,13,0,2,-1.0,-2
NC(Cc1ccccc1)c1nc2ccccc2[nH]1 (centres undefined),i,-9,-2,18,0,11,3,0.1,3
COc1ccc(CNCCc2ccc(Cl)cc2Cl)cc1,i,8,-3,-9,-1,-4,4,-0.6,-1
CCOc1cc(C2NCc3ccccc3-n3cccc32)ccc1O (centres undefined),i,-7,-7,5,-4,-1,-6,0.7,0
O=C(CCCn1c(=O)[nH]c2cc(Cl)ccc2c1=O)N1CCC2(CC1)OCCO2,i,0,-3,-13,-9,-2,-2,0.7,-1
CCC(CC)N1CCN(Cc2nc3ccccc3c(=O)n2-c2ccc(F)cc2)CC1,i,0,-1,14,-1,1,2,-0.3,0
CC(=O)OC1(Cc2ccccc2)CN2CCC1c1ccccc12 (centres undefined),i,-7,2,-6,1,-3,-1,-0.4,0
O=C(CN1CCCC1)Nc1ccc(Cl)cc1C(=O)c1ccccc1,i,-2,-2,4,-2,8,-5,1.7,-5
O=C1NC(=O)C(=Cc2coc3ccc(O)cc3c2=O)C(=O)N1,i,1,-8,18,-6,5,-1,2.0,0
C[N+](C)(C)CC(=O)O,i,4,-1,-7,-5,-2,2,-1.1,-2
Cc1ccc2c(c1)C1CN(C)CCC1N2C(=O)Nc1cccc(C(F)(F)F)c1 (centres undefined),i,1,-2,-6,17,3,-12,3.5,-3

# The list is partial. The share of hits here may be higher or lower than overall.
